Bioassay records as filed in PubChem BioAssay.
CHO-K1 Ca antag: M1 antagonist counterscreen hit in parental CHO-K1 cells; ATP-induced calcium, Fluo-8 fluorescence; inhibition, % at 3 µM; actives 0.6% (n = 360,000); AID 602250;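 active = inhibition above a per-plate cutoff, the plate's mean sample inhibition plus 3 SD, cut at about 24% in these data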;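 note: 0% = DMSO plus EC80 ATP and 100% = DMSO alone without ATP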
M4 ag: agonists of human muscarinic M4 receptor (CHRM4). activation, % at 3 µM. actives 0.14% (n = 360,000). P08173. AID 624127. CHO-K1 hM4/Gqi5, Fluo-8 calcium fluorescence; vehicle 0%, full acetylcholine response 100%;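 active = activation above the run mean over all test wells plus 3 SD, cut at about 32% in these data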;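 note: peak over basal fluorescence ratio per well then scaled between controls; 0% = DMSO wells and 100% = acetylcholine at EC100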
Target sequence (P08173 whole entry, looked up): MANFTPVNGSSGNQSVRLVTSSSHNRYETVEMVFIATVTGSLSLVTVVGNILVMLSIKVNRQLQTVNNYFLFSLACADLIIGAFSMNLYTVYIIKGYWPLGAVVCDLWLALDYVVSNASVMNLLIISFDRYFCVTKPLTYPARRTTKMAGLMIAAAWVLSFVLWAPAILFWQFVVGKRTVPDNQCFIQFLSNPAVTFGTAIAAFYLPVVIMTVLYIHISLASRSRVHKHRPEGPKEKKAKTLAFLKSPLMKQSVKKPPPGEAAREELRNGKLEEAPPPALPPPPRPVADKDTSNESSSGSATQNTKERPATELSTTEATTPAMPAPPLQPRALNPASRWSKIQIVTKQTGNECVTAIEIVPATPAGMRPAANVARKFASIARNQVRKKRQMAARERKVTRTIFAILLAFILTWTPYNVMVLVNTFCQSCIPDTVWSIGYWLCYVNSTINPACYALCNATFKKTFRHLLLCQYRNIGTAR
M1 ag parental: nonselective activator or artifact in parental CHO-K1 cells. actives 0.48% (n = 360,000). activation, % at 3 µM. Fluo-8 calcium fluorescence; scaled to maximal ATP response, vehicle zero; in the data active = activation above about 15%;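 note: untransfected CHO-K1 host cells lacking M1 receptor as counterscreen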
M1 PAM: positive allosteric modulators of human M1 muscarinic receptor | AID 588819 | CHO-K1 hM1, Fluo-8 calcium fluorescence, ACh EC20; 0% = ACh EC20, 100% = maximal ACh | actives 0.088% (n = 360,000) | P11229 | activation, % at 3 µM; in the data active = activation above about 19%, passing the limit was not always enough
CHO parental Ca: signal in parental CHO cells, OX1R antagonist counter-screen; inhibition, % at 5.6 µM; parental CHO-K1, ATP-induced calcium, Fluo-8 fluorescence; actives 0.63% (n = 330,000);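 active = inhibition above that plate's mean sample inhibition plus 3 SD, cut at about 26% in these data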;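 note: 0% = ATP-challenged DMSO wells and 100% = DMSO wells without ATP; some compounds past the cut are filed as inactive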
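Assay system – parental CHO cells · Reagent – ATP stimulus · Detection – intracellular calcium via Fluo-8 no-wash fluorescent dye · Evaluation – percent inhibition of ATP-evoked calcium rise, normalized to controls · Controls – ATP wells versus no-ATP DMSO wells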
CHRM1 antagonist: human CHRM1 antagonism; P11229; CHO-K1 hM1, Fluo-8 calcium fluorescence, ACh EC80 antagonist; inhibition, % at 3 µM; actives 1.3% (n = 360,000); AID 588852;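 active = percent inhibition above its own plate's cutoff, namely the mean of that plate's compound wells plus 3 SD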;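 note: peak over basal fluorescence ratio during 140 s after agonist addition; 0% = ACh EC80 plus DMSO and 100% = DMSO alone without agonist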
OXTR potentiator: potentiators of human oxytocin receptor. actives 0.061% (n = 320,000). AID 2445. activation, % at 3 µM. CHO-OTR cells, Fluo-8 calcium fluorescence, potentiator mode; 0% = oxytocin EC15, 100% = EC100;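 active = activation above that plate's cutoff, the mean activation of tested compounds plus 3 SD, cut at about 6.6% in these data, passing the limit was not always enough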;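 note: 100% uses oxytocin at 75 nM as the full agonist control; some results filed as inactive read as strong as hits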
Target sequence (P30559 whole entry, looked up): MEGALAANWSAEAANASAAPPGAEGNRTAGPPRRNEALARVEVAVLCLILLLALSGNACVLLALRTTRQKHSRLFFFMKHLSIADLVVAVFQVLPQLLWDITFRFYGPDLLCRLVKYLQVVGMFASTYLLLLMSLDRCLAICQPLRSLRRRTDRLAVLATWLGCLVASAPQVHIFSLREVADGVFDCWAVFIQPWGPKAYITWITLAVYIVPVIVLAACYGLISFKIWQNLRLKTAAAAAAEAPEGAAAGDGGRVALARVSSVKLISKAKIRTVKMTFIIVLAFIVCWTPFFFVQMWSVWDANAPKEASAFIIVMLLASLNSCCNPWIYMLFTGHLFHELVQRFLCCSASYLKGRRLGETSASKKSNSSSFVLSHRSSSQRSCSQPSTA
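assay system = CHO-OTR cells, human receptor | schedule = compound 6 min at room temperature before oxytocin, 100 s read | detection = Fluo-8 intracellular calcium fluorescence, ex 470-495, em 515-575 nm | evaluation = normalized max/min fluorescence ratio, % activation | control set = EC15 oxytocin alone as 0%, 75 nM oxytocin (EC100) as 100%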
CHRM4 antagonist: CHRM4 antagonism in calcium assay | actives 0.73% (n = 360,000) | inhibition, % at 3 µM | P08173 | CHO-hM4 cells, ACh EC80, Fluo-8 calcium fluorescence;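 active = inhibition above its plate's cutoff, the mean inhibition of sample wells plus 3 SD, cut at about 27% in these data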;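 note: 0% = acetylcholine EC80 with DMSO and 100% = DMSO without agonist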
M1 ag: activates human CHRM1 receptor | P11229 | CHO-K1 hM1, Fluo-8 calcium fluorescence, agonist mode; 0% DMSO, 100% acetylcholine EC100 | activation, % at 3 µM | actives 0.33% (n = 360,000) | AID 588814;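 active = activation above the run's mean compound activation plus 3 SD, cut at about 16% in these data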;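 note: peak over basal fluorescence ratio within a 140 s kinetic read after compound addition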
Numbers without * were called inactive; x = not tested or not shown. Compounds as they come. About 2.9% of those tested had a hit in this group.

SMILES	CHO-K1 Ca antag	M4 ag	M1 ag parental	M1 PAM	CHO parental Ca	CHRM1 antagonist	OXTR potentiator	CHRM4 antagonist	M1 ag
CCC1(CC)Cc2ccccc2-c2nc3ccccc3c(=O)n21	8	-1	-0.4	-2	-11	6	-13	-8	-1
N#CC1=C(Nc2ccccc2Cl)SC(c2ccncc2)NC1=O (stereo not given)	-9	0	0.5	8	x	-4	x	-8	-1
CCCOc1cc(CC(=O)NCc2ccco2)ccc1OC	-14	1	-0.1	11	-24	-15	-5	-8	2
COCCN(C(=O)c1ccc(-c2ccc(Cl)cc2)o1)c1c(N)n(Cc2ccccc2)c(=O)[nH]c1=O	6	3	0.0	0	-25	3	-11	1	-4
Cc1cc(-c2nnc(SCC(=O)Nc3nccs3)o2)no1	-17	-1	-0.1	12	8	-12	-1	13	0
CC(C)c1cc(NC(=O)CSc2nnc(-c3ccccc3F)n2C)on1	-4	-2	-0.3	6	-13	-8	0	-2	-7
CCOC(=O)c1ccc(N=C2SC(C(=O)Nc3ccc(C(=O)O)cc3)CC(=O)N2Cc2cccs2)cc1 (stereo not given)	0	0	-0.2	12	25	-13	-1	0	-2
CCCCCC/C(C)=C1/SC(=S)NC1=O	-4	0	3.8	1	-6	-7	-1	5	-4
COc1cccc(CNn2cnnc2)c1OCc1ccc(F)cc1	-5	1	0.1	1	-4	1	-5	-7	-1
CC1CCC(NC(=O)C(=O)Nc2ccc3c(c2)OCO3)CC1 (stereo not given)	-8	3	0.6	12	-5	-17	-3	-17	-1
O=C(CSc1nnc(-c2cccnc2)n1C1CCCCC1)NC1CCCC1	-3	0	0.5	-1	-5	-3	0	3	-4
Cc1cc(C)nc(-n2nc(C)c(C3(O)C(=O)Nc4ccccc43)c2N)n1 (stereo not given)	-3	2	0.2	-7	6	1	-1	4	-3
C/C(=N\Nc1ccc([N+](=O)[O-])cc1)c1ccc(O)cc1	-1	17	4.7	-9	-1	5	-10	6	-7
Cc1ccc(CC2C(=O)N(c3ccc(F)cc3)C(=O)C2C)cc1 (stereo not given)	-3	0	0.7	8	-7	-17	-14	-6	-1
Nn1c(SCC(=O)NCC2CCCO2)nnc1-c1ccc(OC(F)F)cc1 (stereo not given)	7	-1	0.1	12	-20	-15	-1	-10	-2
O=C1CCC2(C(=O)O)Sc3ccccc3N12 (stereo not given)	-12	0	0.7	3	-11	2	-10	4	-4
NC(=O)CSc1nnc(-c2ccc(S(=O)(=O)N3CCCC3)cc2)o1	-2	2	0.0	4	-10	-27	0	9	-1
CCNC(=O)n1cc(-n2cncn2)c(-c2ccccc2)n1	3	1	-0.2	9	2	0	-15	5	-6
CCOC(=O)CC(NC(=O)CCc1c(C)nc2ncnn2c1C)c1ccc(C)cc1 (stereo not given)	-5	0	0.1	4	-3	-5	-5	3	-6
c1cc2c(cc1-n1cnnn1)OCO2	-8	2	0.8	-14	5	0	2	1	-6
COc1ccccc1CNc1cc(CSc2ccc(Cl)cc2)nc(C)n1	-17	2	2.6	-4	-25	0	-9	-6	-3
CC(=O)c1cccc(NC(=O)CNC(=O)c2sc3ccccc3c2Cl)c1	8	1	0.5	11	-10	-14	-4	-1	1
Cc1cccc(C(C)(C)C)c1OCCCCN1CCCC1	-7	4	2.5	-3	-13	-4	-3	1	16*
Cc1cc(C)n(-c2nc3ccccc3nc2N2CCN(S(=O)(=O)c3ccc4ccccc4c3)CC2)n1	-14	0	0.5	8	-16	-5	-7	0	-5
CN(C)CCn1c2c(c(SCC(=O)NCc3ccccc3)nc1=O)CCC2	-7	1	1.0	5	-14	-7	-10	0	-5

The list continues:
SMILES	CHO-K1 Ca antag	M4 ag	M1 ag parental	M1 PAM	CHO parental Ca	CHRM1 antagonist	OXTR potentiator	CHRM4 antagonist	M1 ag
CN(C(=O)c1cccc(Nc2ccc(-c3ccc4c(c3)OCCO4)nn2)c1)C1CCCCC1	-7	8	2.7	-4	-33	17	-19	7	-3
CC(=O)N(C1CC(C)C(C#N)(C#N)C1(C#N)C#N)N(C)C (stereo not given)	-4	0	0.5	4	7	-2	-3	10	-4
CCOc1ccc(C(=O)CC(C(=O)O)N2CCCCC2)cc1 (stereo not given)	-9	1	2.3	11	-13	-8	-2	-5	0
CCC(C)NS(=O)(=O)c1ccc(NS(=O)(=O)c2ccc(F)cc2)cc1 (stereo not given)	-3	3	1.3	8	-11	-5	-6	0	5
CCn1cc(CN2CCC(n3nccc3NC(=O)c3ccccc3C)CC2)c(C)n1	1	1	-0.1	7	1	-11	-5	1	-4
CCN(CCCNC(=O)CCC(=O)N1CCOc2ccccc21)Cc1ccccc1	-9	0	0.0	9	-8	-15	-5	-23	-12
Nc1cccc(-n2nnnc2CN2CCOCC2)c1	1	1	0.4	9	-5	-12	-2	-6	-3
CC(C)Cn1c(N)c(C(=O)COC(=O)CCc2nc3ccccc3s2)c(=O)n(C)c1=O	23	23	15*	-10	34*	21	-13	14	-2
CCOC(=O)CSc1nccc(N(C)C)c1C#N	1	2	0.2	5	0	-4	-5	-8	-5
CC(C)CN1CC(COCc2ccccc2)Oc2ccccc2S1(=O)=O (stereo not given)	-10	4	0.8	3	-28	-7	x	-7	-5
C#CCOCCOCCOCCNc1nc(N2CCN(C(=O)C([C@@H](C)O)n3cc([C@@H](N)CCCCN)nn3)CC2)nc(N2CCN(C(=O)[C@H](CCCCN)n3cc(CN)nn3)CC2)n1 (stereo not given in full)	10	0	-0.3	-4	-6	8	-1	5	0
O=C1CNC(=S)N1Cc1cccc(Cl)c1	-9	1	1.6	6	-13	-9	-10	-4	-8
CC(C)c1nnc(NC(=O)CCC(=O)N2CCN(c3ccc(Cl)cc3)CC2)s1	4	7	3.8	2	-24	-1	-9	-16	2
NC(=O)c1ccc(NC(=O)COC(=O)c2ccc3ccccc3n2)cc1	-11	6	0.5	4	-5	-13	-2	-8	0
CCCCN(CCO)c1ncnc2sc(-c3ccccc3)cc12	21	1	0.2	13	-23	-4	-13	-6	1
Cc1nc2c3cc(F)ccc3n(Cc3ccccc3)c2s1	-11	-2	0.8	-11	-27	2	-13	0	-7
COCc1nc2ccccc2n1CCOc1ccccc1OC	-6	2	0.4	0	-11	-6	3	-1	-4
N#Cc1cnc(Oc2ccc(Cl)cc2)nc1N	-17	1	1.2	4	-4	-14	-3	3	-1
Cn1c(=O)c2c(=O)cc(NNC(=O)C(C)(C)C)[nH]c2n(C)c1=O	-15	1	0.3	7	10	-10	-15	-8	-2
CCO/C=C1/C(=O)N(C)C(=O)c2cc(OC)ccc21	7	0	-0.4	-9	-10	12	-9	7	-1
Cc1ccc2c(c1)[nH]c1c(=O)n(CCN3CCNCC3)cnc12	6	-1	0.2	6	x	-11	x	6	-5
Cc1ccc2[nH]cc(CCNC(=O)C3CCCO3)c2c1 (stereo not given)	-7	2	0.9	12	-8	-23	6	2	-2
C/C(CC(=O)Nc1ccc(Cl)cn1)=N\NC(=O)Cc1cccs1	-9	1	0.3	-2	-27	-6	-10	-13	-4
COCc1c(C(=O)N/N=C\c2ccccn2)nnn1-c1nonc1N	5	2	0.2	4	7	-11	-3	-11	-2
COc1ccc(N(C(=O)Cc2cccs2)C(C(=O)NC2CCCC2)c2ccncc2)cc1OC (stereo not given)	4	-1	-0.8	6	-10	-6	0	1	-6

Arranged by count of non-hydrogen atoms (falling): 4 of the compounds above.
SMILES	CHO-K1 Ca antag	M4 ag	M1 ag parental	M1 PAM	CHO parental Ca	CHRM1 antagonist	OXTR potentiator	CHRM4 antagonist	M1 ag
CCOC(=O)c1ccc(N=C2SC(C(=O)Nc3ccc(C(=O)O)cc3)CC(=O)N2Cc2cccs2)cc1 (stereo not given)	0	0	-0.2	12	25	-13	-1	0	-2
COc1ccc(N(C(=O)Cc2cccs2)C(C(=O)NC2CCCC2)c2ccncc2)cc1OC (stereo not given)	4	-1	-0.8	6	-10	-6	0	1	-6
CN(C(=O)c1cccc(Nc2ccc(-c3ccc4c(c3)OCCO4)nn2)c1)C1CCCCC1	-7	8	2.7	-4	-33	17	-19	7	-3
N#Cc1cnc(Oc2ccc(Cl)cc2)nc1N	-17	1	1.2	4	-4	-14	-3	3	-1

(more compounds)
SMILES	CHO-K1 Ca antag	M4 ag	M1 ag parental	M1 PAM	CHO parental Ca	CHRM1 antagonist	OXTR potentiator	CHRM4 antagonist	M1 ag
Cc1ccc(C(=O)C(C)OC(=O)c2nc(Cl)ccc2Cl)cc1 (stereo not given)	10	-1	-1.0	10	-7	-4	-4	1	-3
Cc1ccccc1-c1nn(-c2ccc(F)cc2F)cc1CNCCN(C)C	-4	0	0.1	-8	-21	17	-16	1	-7
O=C1c2ccccc2C(=O)N1CCSc1ccccc1	10	-1	0.3	5	-5	1	7	0	-7
CC(C)CCN1CCN(Cc2nc(-c3ccccc3)cs2)CC1CCO (stereo not given)	-15	3	1.0	-13	-21	-3	-6	-14	-16
C[C@H](CO)N1C[C@H](C)[C@@H](CN(C)Cc2ccc(-c3ccccc3)cc2)Oc2ncc(C#C[C@@H](C)O)cc2C1=O	-19	2	0.9	-9	x	-5	x	-12	-11
COC(=O)c1ccc(N2NC(=O)/C(=C/c3cc(OC)c(O)c(OC)c3)C2=O)cc1	3	1	2.6	0	-12	4	-3	1	-2
N#CC(c1ccc([N+](=O)[O-])cc1)C(CC(=O)c1ccccc1)c1ccccc1 (stereo not given)	-15	1	0.0	-9	x	1	x	8	-6
CCOc1ccccc1CN1CCC(O)CC1	-12	0	0.2	7	-1	-27	5	-5	-3
Cc1ccc(S(=O)(=O)NC(=O)C2(C)CCN2C(=O)c2cccc(F)c2)cc1 (stereo not given)	9	0	-0.3	14	x	-21	x	-6	7
Cc1c(C(=O)OCC[N+]2(C)CCCCC2)oc2ccccc12	-5	0	0.1	-35	-3	54*	-14	13	-14
O=C(N/N=C/c1ccc(Cl)c([N+](=O)[O-])c1)c1cc(-c2ccc3c4c(cccc24)CC3)n[nH]1	-16	1	0.8	10	6	-12	0	8	-2
CCC(=O)Nc1nonc1-c1nc2ccccc2n1CCC(C)C	-2	-1	-0.6	-1	-5	-13	-14	0	1
CN(Cc1ccccc1)C(=O)c1ccc2c(c1)OCO2	15	1	-0.2	10	0	-3	4	-1	-4
CCOc1ccccc1N1CCN(C(=O)c2ccc(S(=O)(=O)Nc3ccccc3)cc2)CC1	1	17	3.9	-9	3	23	-7	5	4
COc1ccc(/C(=C\Nc2ccc(C)c(C)c2)C(C)=O)cc1OC	3	1	-0.3	-1	-3	8	-9	7	-6
CC(=NCCc1c(C)[nH]c2ccc(C)cc12)C1=C(O)CC(c2ccccc2)CC1=O (stereo not given)	-8	-1	0.6	-5	-20	6	-4	-14	-9
CCCN=C1N(CC)C[C@@H]2[C@@H]3C(=O)N(Cc4ccccc4)C(=O)[C@@H]3[C@](C)(C(=O)OC)N12	-8	0	0.7	5	-5	-11	x	-8	0
O=C(CCNC(=O)c1ccc(Cl)cc1)NCC(c1ccco1)N1CCCCC1 (stereo not given)	-7	0	0.2	14	-10	-14	0	0	-5
CC1CCCCC1NC(=O)CSc1nnc(C(F)(F)F)n1C (stereo not given)	-4	1	0.6	-11	x	15	x	2	-3
O=S(=O)(NCc1ccc(F)cc1)c1cc(Br)ccc1Br	-24	-1	-0.4	5	-30	-8	0	0	-7
